Bioassay records: PubChem BioAssay, several laboratories
Wnt bcat act – activators of Wnt/beta-catenin signaling. Wnt/beta-catenin reporter cell assay, activator, plate reader. activation, % at 9.35 µM. actives 1.2% (n = 300,000). AID 743398; in the data active = activation above about 30%, passing the limit was not always enough;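 note: 0% = neutral control wells and 100% = positive control wells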
CAL PDZ FP-1 – blocks peptide binding to human CAL PDZ domain; inhibition, % at 20 µM; AID 504414; purified CAL PDZ, TMR-peptide fluorescence polarization, 1 h; actives 0.02% (n = 330,000);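 active = highest replicate inhibition of at least 40%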;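 note: plate controls were DMSO neutral control wells for no effect and unlabeled competitor peptide control wells for full effect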
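Test system: purified CerCALP PDZ construct; Compound dosing: one concentration, 20 µM compound; Also added: TMR-labelled reporter peptide T*-PRC34 bound in PDZ groove; Read-out: inhibition from polarization loss; Controls: unlabelled peptide and DMSO controls; Signal: FP readout, S and P plane fluorescence; Incubation: 1 h at RT.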
CDK5 inh – inhibitors of human CDK5/p35 kinase; Q00535+Q15078; Recombinant CDK5/p35, ADP-Glo luminescence, 60 min; inhibition, % at 10 µM; actives 0.01% (n = 330,000);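 active = highest replicate inhibition of at least 50% and at least 75% of replicates reaching 50%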;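 note: plate controls were DMSO neutral control for no effect and GW8510 at 10 µM for full effect; many of its hits are not listed in these tables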
Target sequence (Q00535 whole entry, looked up): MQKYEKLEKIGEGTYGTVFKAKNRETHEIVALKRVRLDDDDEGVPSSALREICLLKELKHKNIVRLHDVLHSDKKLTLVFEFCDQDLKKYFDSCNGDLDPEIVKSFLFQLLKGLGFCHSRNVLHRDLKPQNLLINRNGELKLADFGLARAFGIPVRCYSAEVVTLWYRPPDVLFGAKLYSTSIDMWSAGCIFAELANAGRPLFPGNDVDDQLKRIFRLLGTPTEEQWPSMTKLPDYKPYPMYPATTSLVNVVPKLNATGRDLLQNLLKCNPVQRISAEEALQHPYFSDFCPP
Target sequence (Q15078 whole entry, looked up): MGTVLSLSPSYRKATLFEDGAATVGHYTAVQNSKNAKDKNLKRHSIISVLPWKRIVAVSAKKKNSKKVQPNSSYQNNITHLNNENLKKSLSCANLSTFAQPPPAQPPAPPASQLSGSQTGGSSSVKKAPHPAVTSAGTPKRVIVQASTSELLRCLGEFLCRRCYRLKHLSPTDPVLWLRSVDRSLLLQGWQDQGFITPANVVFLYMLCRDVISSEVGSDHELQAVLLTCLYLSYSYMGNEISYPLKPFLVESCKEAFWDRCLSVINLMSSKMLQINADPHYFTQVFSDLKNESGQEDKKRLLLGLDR
Tat export inh – blocks Tat-dependent protein export in E. coli; E. coli MC4100 TorA-mCherry Tat export, fluorescence; inhibition, % at 10 µM; actives 0.036% (n = 340,000);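 active = mean replicate inhibition at least 50% and at least half of replicates individually reaching 50%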;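 note: exported cargo escapes ClpAP degradation while cytoplasmic cargo is degraded and loses fluorescence; 0% = median of neutral control wells and 100% = median of NaSCN control wells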
V-ATPase pHluor – yeast V-ATPase proton transport regulation by pHLuorin | S. cerevisiae, pHLuorin cytosolic pH fluorescence | response, % at 10 µM | actives 0.37% (n = 350,000) | AID 504577; in the data active = response mostly above about 7.3%, no sharp cut-off; inactive = mostly below about 5.4%; note: actives read high; inactives centre near 0; some compounds called inactive have numbers as strong as hits
dFosB activator – enhances mouse delta FosB homodimer DNA binding. P13346. purified delta FosB, TAMRA-CDK5 oligo fluorescence polarization; percent of positive-control signal above neutral wells. activation, % at 25 µM. actives 0.99% (n = 340,000);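 active = mean activation above about 17%, with every replicate also reaching it, limit read from the data, passing the limit was not always enough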;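 note: fluorescence polarization rise as delta FosB binds a TAMRA Cdk5 AP-1 oligo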
CAL PDZ FP-2 – inhibitors of human CAL PDZ peptide binding; Q9HD26; purified CAL PDZ, TMR-peptide fluorescence polarization, 1 h; inhibition, % at 24.9 µM; actives 0.92% (n = 300,000); AID 602252;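 active = mean inhibition of at least 30% with at least half of replicates also reaching 30%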;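 note: 0% = DMSO neutral control and 100% = excess unlabeled competitor peptide PRC23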
MITF act – activators of MITF-driven TRPM1 promoter activity in SK-MEL-5 cells. SK-MEL-5 TRPM1-promoter luciferase, 24 h; % of positive control, neutral wells = 0. activation, % at 12.5 µM. actives 0.75% (n = 300,000). AID 588334;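 active = mean activation of at least 80% with every replicate also reaching 80%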;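 note: 0% = neutral control wells and 100% = parthenolide positive control wells; values of inactives mirror those of a sister screen read the other way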
Rtt109 HAT inh – inhibitors of Candida albicans Rtt109/Vps75 histone acetyltransferase | actives 0.16% (n = 330,000) | purified Rtt109/Vps75, ThioGlo CoA-SH fluorescence, 4 h | Q5AAJ8 | inhibition, % at 34.9 µM;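 active = inhibition of at least 50% in every replicate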
Target sequence (Q5AAJ8 whole entry, looked up): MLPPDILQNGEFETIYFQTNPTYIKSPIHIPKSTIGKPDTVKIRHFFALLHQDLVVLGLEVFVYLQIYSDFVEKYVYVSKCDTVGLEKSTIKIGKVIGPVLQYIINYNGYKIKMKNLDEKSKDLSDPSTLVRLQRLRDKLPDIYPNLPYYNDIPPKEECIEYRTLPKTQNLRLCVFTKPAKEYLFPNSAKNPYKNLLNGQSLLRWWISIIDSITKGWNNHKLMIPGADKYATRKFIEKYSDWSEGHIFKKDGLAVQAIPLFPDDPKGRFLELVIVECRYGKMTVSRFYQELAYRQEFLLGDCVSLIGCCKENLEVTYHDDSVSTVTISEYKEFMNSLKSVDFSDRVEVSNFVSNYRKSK
RTF Ca sens act – increases calcium sensitivity of human cardiac regulated thin filaments | P19429+P45379 | IANBD-labeled TnC RTF fluorescence at EC20 calcium; 0% EC20 calcium, 100% full calcium | activation, % at 7.2 µM | actives 0.24% (n = 340,000);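 active = activation above the mean over all tested compounds plus 3 SD, cut at about 30% in these data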;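 note: rise in fluorescence read as greater calcium sensitivity of cardiac thin filaments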
* hit, by the source's call; . = not tested or not shown.

entry | CDK5 inh | CAL PDZ FP-1 | CAL PDZ FP-2 | Wnt bcat act | RTF Ca sens act | Rtt109 HAT inh | MITF act | dFosB activator | Tat export inh | V-ATPase pHluor | canonical_smiles
1 | 0.5 | -0.6 | 1 | 13 | -4 | -10 | 1 | 1 | 6 | -2 | Cc1c(-c2ccccc2)sc2nc[nH]c(=S)c12
2 | -0.5 | -1.7 | -4 | 0 | 0 | . | -14 | -4 | -6 | -3 | CC(=O)c1ccc(Cc2ccccc2)cc1
3 | -0.8 | -3.0 | 2 | 0 | -6 | 27 | 1 | -9 | -7 | -6 | COc1cccc(NC(=O)COc2coc(CN3CCN(c4ccccc4)CC3)cc2=O)c1
4 | 0.0 | -0.9 | 0 | 1 | 2 | -3 | 3 | 1 | -2 | -1 | CC1(C)CC(=O)c2cn3ncnc3nc2C1
5 | 0.7 | 0.0 | -2 | 13 | -3 | 4 | 54 | -2 | 0 | 6 | Cc1cc(C)nc(SCC(=O)N2CCc3ccccc32)n1
6 | -0.1 | 0.1 | -5 | 2 | 7 | . | 5 | -1 | -3 | -1 | CN1CCN(C(=O)/C(C#N)=C/c2ccc(F)cc2)CC1
7 | 1.0 | -1.1 | . | . | -9 | -6 | -5 | -2 | 5 | -2 | Cc1ccsc1C=Nc1c(C)n(C)n(-c2ccccc2)c1=O
8 | 1.4 | -1.5 | -3 | . | -1 | 13 | -3 | 9 | -9 | -1 | COc1cc(S(=O)(=O)N(C)C)ccc1F
9 | -1.5 | -2.2 | 0 | -8 | 30* | -9 | 13 | -44 | -5 | -4 | CC(OC(=O)/C(C#N)=C/c1ccc(N(C)C)cc1)C(=O)N(C)Cc1ccccc1 (stereo unspecified)
10 | -0.6 | . | -3 | 1 | -2 | 1 | -2 | -4 | 3 | 1 | Cc1ccc(CN2C(=O)CSC(C)C2=O)cc1 (stereo unspecified)
11 | 0.2 | 0.6 | 4 | 1 | -1 | -4 | -6 | -2 | -6 | 0 | COCCN1CCN(C(=O)C2CCC(=O)N(CCc3ccccc3)C2)CC1 (stereo unspecified)
12 | 0.3 | -0.4 | . | 0 | 6 | -1 | 16 | -4 | -1 | 0 | O=C(Nc1ccc2c(c1)OCO2)NC1CCN(Cc2ccccc2)CC1
13 | -3.4 | -4.5 | -1 | 2 | 4 | -4 | 2 | 0 | 1 | -5 | CCc1nnc(NC(=O)C2CCN(C(=O)c3ccco3)CC2)s1
14 | -1.6 | -0.3 | -5 | 0 | 11 | 1 | 1 | 0 | 3 | 2 | Cc1ccc(NC(=O)Cc2cn3ccsc3n2)nc1
15 | -1.6 | 0.2 | 5 | -4 | -6 | 3 | -3 | 4 | -6 | -1 | CCOC(=O)C1CCCCN1Cc1cccc(OC)c1OC (stereo unspecified)
16 | 1.4 | -3.5 | -1 | 1 | 2 | 0 | 16 | -7 | -1 | -3 | CCc1ccc(OCC(=O)NNC(=O)c2cnccn2)c(Br)c1
17 | -1.4 | -0.7 | -2 | -3 | 2 | 5 | 6 | -3 | -6 | 0 | COc1cc(C(=O)NC(=S)Nc2ccc(NC(=O)c3ccco3)cc2)cc(OC)c1OC
18 | -0.2 | 0.1 | -4 | 2 | 2 | 2 | 10 | -8 | -2 | -1 | CC1CN(C(=O)Nc2ccc3snnc3c2)c2ccccc21 (stereo unspecified)
19 | 0.5 | -1.6 | . | 0 | 3 | -1 | -14 | -10 | 0 | 7 | Cn1cc([N+](=O)[O-])c(C(=O)NNC(=O)c2ccc([N+](=O)[O-])cc2Cl)n1
20 | -0.8 | 0.7 | -3 | -1 | 2 | -1 | -2 | -1 | -2 | 4 | COc1ccccc1OCC(=O)N1CC2(C)CC1CC(C)(C)C2 (stereo unspecified)
21 | -0.8 | -3.0 | -2 | . | -7 | -17 | 6 | -12 | 4 | 2 | c1ccc(CC2CCN(Cc3nc(-c4ccccc4)no3)CC2)cc1
22 | 3.2 | -2.6 | -4 | -1 | 7 | 4 | -5 | -3 | 0 | -3 | NC(=O)CSc1nc2ccc([N+](=O)[O-])cc2[nH]1
23 | 2.3 | 0.6 | 2 | 15 | 0 | -11 | 40 | -4 | -9 | 7 | CC(C)c1cc(C(=O)Nc2cc(Br)ccc2O)no1
24 | -0.6 | -2.6 | -1 | -2 | 0 | -4 | -10 | 6 | -5 | -1 | CCOc1ccc(CCNC(=O)Cn2nc(C)c3c(C)n(-c4ccccc4)nc3c2=O)cc1OCC
25 | -0.1 | -0.1 | -2 | . | 9 | 14 | -12 | -3 | -6 | -1 | CCOC(=O)c1ccc(N2C(=O)CC(N3CCC(Nc4ccc(F)cc4)CC3)C2=O)cc1 (stereo unspecified)
26 | 2.3 | -0.8 | -2 | -1 | 0 | 0 | -20 | -2 | -5 | 4 | COc1ccc(C(C(=O)NC2CCCC2)N(C(=O)c2snc(-c3ccc(F)cc3)c2N)c2ccccc2)cc1 (stereo unspecified)
27 | -0.4 | -3.2 | -1 | -4 | 0 | 17 | 1 | -4 | -7 | -1 | Cc1ccc(S(=O)(=O)N(C)c2ccc(OCC(=O)OCc3c(C)noc3C)cc2)cc1
28 | 1.2 | -2.8 | -3 | 1 | -2 | 2 | -7 | -4 | 1 | -1 | CCCCn1c(N)c(N(CC(C)C)C(=O)c2ccncc2)c(=O)[nH]c1=O
29 | 1.1 | 0.4 | -1 | 0 | 2 | -3 | . | 2 | -8 | 1 | CCCn1c(=O)c2ccccc2n2c(=S)[nH]nc12
30 | -0.4 | -0.7 | -3 | 1 | 8 | 1 | -5 | -1 | 17 | 1 | COc1cc(-c2nnc(SCC(=O)N(C)C3CCS(=O)(=O)C3)o2)cc(OC)c1OC (stereo unspecified)
31 | -0.9 | -1.7 | -5 | -1 | -2 | -2 | 3 | -8 | 4 | 0 | O=C(CNC(=O)[C@@H]1Cc2ccccc2CN1)NC1CCCCC1
32 | 0.2 | -3.7 | . | . | -5 | 6 | . | 4 | 10 | -3 | O=S(=O)(Nc1cccc(-c2cn3cccnc3n2)c1)c1ccc(-c2ccccc2)cc1
33 | -0.7 | -3.2 | -1 | -4 | -5 | 3 | 3 | -4 | -8 | -3 | O=C(COc1ccc(Cl)cc1Cl)Nc1nc2n(n1)C(c1ccccc1)CC(=O)N2 (stereo unspecified)
34 | 1.0 | 0.3 | 3 | -2 | 2 | 1 | -1 | -6 | -4 | 5 | CN(CC(O)CN)CC(O)CN1CCCCC1 (stereo unspecified)
35 | 0.3 | -1.5 | 4 | 5 | 4 | -13 | 11 | -17 | -8 | 4 | CC1CCc2c(sc3ncn(N)c(=N)c23)C1 (stereo unspecified)
36 | -0.1 | 5.1 | -10 | -1 | -1 | -11 | 4 | -5 | 3 | 3 | COC(=O)CCC(=O)NC1CC(C)(C)Cc2c1cnn2-c1ccccc1 (stereo unspecified)
37 | -1.0 | -1.3 | 5 | 10 | -2 | -2 | 27 | -14 | 4 | -1 | COCCOC(=O)c1c(C)oc2ccc(OC(=O)c3ccco3)cc12
38 | -2.2 | -0.3 | 2 | -1 | 4 | -1 | 9 | -11 | 1 | -3 | C=C(C)c1cc2c(ccc3ccc(=O)oc32)o1
39 | -0.4 | 0.0 | . | -1 | 1 | 2 | . | -3 | -1 | -1 | Cn1c(C(=O)N2CCCC(C(=O)NCc3ccc4c(c3)OCO4)C2)cc2sccc21 (stereo unspecified)
40 | 0.7 | -2.0 | 9 | -6 | 1 | -2 | 3 | -5 | 1 | -3 | CCOC(=O)C1=C(COC(=O)CCOc2ccccc2)NC(=O)NC1C (stereo unspecified)

From compound 33 up to 37, as listed above:
entry | CDK5 inh | CAL PDZ FP-1 | CAL PDZ FP-2 | Wnt bcat act | RTF Ca sens act | Rtt109 HAT inh | MITF act | dFosB activator | Tat export inh | V-ATPase pHluor | canonical_smiles
33 | -0.7 | -3.2 | -1 | -4 | -5 | 3 | 3 | -4 | -8 | -3 | O=C(COc1ccc(Cl)cc1Cl)Nc1nc2n(n1)C(c1ccccc1)CC(=O)N2 (stereo unspecified)
34 | 1.0 | 0.3 | 3 | -2 | 2 | 1 | -1 | -6 | -4 | 5 | CN(CC(O)CN)CC(O)CN1CCCCC1 (stereo unspecified)
35 | 0.3 | -1.5 | 4 | 5 | 4 | -13 | 11 | -17 | -8 | 4 | CC1CCc2c(sc3ncn(N)c(=N)c23)C1 (stereo unspecified)
36 | -0.1 | 5.1 | -10 | -1 | -1 | -11 | 4 | -5 | 3 | 3 | COC(=O)CCC(=O)NC1CC(C)(C)Cc2c1cnn2-c1ccccc1 (stereo unspecified)
37 | -1.0 | -1.3 | 5 | 10 | -2 | -2 | 27 | -14 | 4 | -1 | COCCOC(=O)c1c(C)oc2ccc(OC(=O)c3ccco3)cc12

Further records
entry | CDK5 inh | CAL PDZ FP-1 | CAL PDZ FP-2 | Wnt bcat act | RTF Ca sens act | Rtt109 HAT inh | MITF act | dFosB activator | Tat export inh | V-ATPase pHluor | canonical_smiles
41 | -0.5 | 0.7 | -2 | 0 | -1 | 2 | 2 | -10 | -9 | 2 | O=C1N[C@@H](Cc2cn(S(=O)(=O)c3ccccc3)c3ccccc23)C(=O)N[C@H]1Cc1ccccc1
42 | -2.2 | -0.6 | 7 | -1 | -2 | 5 | -7 | -6 | -9 | -2 | COCCN(Cc1cc2cc(C)ccc2[nH]c1=O)S(=O)(=O)c1ccc(Cl)cc1
43 | -1.8 | -3.5 | -3 | 4 | 1 | . | . | -1 | -1 | -4 | COc1cc(C(C#N)N2CCOCC2)ccc1O (stereo unspecified)
44 | -0.8 | -0.9 | 0 | . | -3 | -6 | 4 | 4 | -8 | 1 | Cc1onc(-c2ccccc2)c1C(=O)Nc1ccc2c(C)cc(=O)oc2c1
45 | 0.6 | 0.6 | . | 0 | -5 | 5 | 6 | -7 | 2 | -1 | Cc1ccccc1C(=O)Nc1ccccc1N1CCN(C(=O)c2ccccc2)CC1
46 | -1.8 | -2.7 | -2 | -5 | 1 | 1 | -4 | 4 | -1 | -1 | O=S(=O)(Cc1nnnn1-c1ccccc1)c1ccc(F)cc1
47 | -1.5 | -0.5 | 1 | 48* | 1 | -11 | . | 1 | -1 | -2 | CNC(=S)N/N=C/c1ccc(N(C)C)cc1
48 | -1.7 | 0.2 | -1 | -6 | -1 | -6 | 2 | 3 | 5 | -1 | COc1ccc(-c2ccc3oc(-c4ccc(OC)cc4)c(-c4ccc(OC)cc4)c3c2)cc1
